Screening data (PubChem BioAssay)
MrgX1 allo act: human MrgX1 positive allosteric modulation, primary screen; Q96LB2; MrgX1-HEK293, Fluo-4 calcium flux, FDSS; active compounds read high; B-score at 10 µM; actives 0.63% (n = 310,000);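 active = plate-corrected calcium response at least 3 library SD above typical, normal starting fluorescence, not activating the receptor alone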;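 also: compound read alongside a low EC10 to EC30 dose of BAM8-22 agonist; peak minus trough fluorescence over baseline measured at the second addition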
TRPC4 act: opens the mouse TRPC4 cation channel | AID 2237 | actives 0.49% (n = 310,000) | Q9QUQ5 | B-score at 10 µM | HEK293 TRPC4beta/mu-opioid, Fluo4 calcium fluorescence; active compounds read high;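 active = B-score above 5 SD of library B-scores, and initial fluorescence ratio not above library mean plus 5 SD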;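 also: positive B-score marks a calcium rise read as TRPC4 activation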
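Assay system – TRPC4beta and mu-opioid receptor HEK293 stable cells · Measured by – Fluo4 fluorescence, kinetic · Schedule – dye loading 45 min room temperature, 110 s kinetic read · Read-out – B-scored integrated calcium fluorescence ratio · Controls – buffer and maximal DAMGO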
TMEM16A act: mouse TMEM16A channel activation, primary screen. Q8BHY3. HEK293 TMEM16A/YFP-H148Q/I152L, iodide quench fluorescence; active compounds read low. B-score at 10 µM. actives 0.3% (n = 340,000). AID 623877;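 active = fluorescence-ratio B-score plate-corrected deviation score at least 3 library SD below zero, with starting fluorescence score within 5 deviations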;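 also: channel opened by trigger with iodide after compound preincubation; score built on the fluorescence ratio of max minus min over baseline; more negative score means more quench and so TMEM16A activation or potentiation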
Target sequence (Q8BHY3 whole entry, looked up): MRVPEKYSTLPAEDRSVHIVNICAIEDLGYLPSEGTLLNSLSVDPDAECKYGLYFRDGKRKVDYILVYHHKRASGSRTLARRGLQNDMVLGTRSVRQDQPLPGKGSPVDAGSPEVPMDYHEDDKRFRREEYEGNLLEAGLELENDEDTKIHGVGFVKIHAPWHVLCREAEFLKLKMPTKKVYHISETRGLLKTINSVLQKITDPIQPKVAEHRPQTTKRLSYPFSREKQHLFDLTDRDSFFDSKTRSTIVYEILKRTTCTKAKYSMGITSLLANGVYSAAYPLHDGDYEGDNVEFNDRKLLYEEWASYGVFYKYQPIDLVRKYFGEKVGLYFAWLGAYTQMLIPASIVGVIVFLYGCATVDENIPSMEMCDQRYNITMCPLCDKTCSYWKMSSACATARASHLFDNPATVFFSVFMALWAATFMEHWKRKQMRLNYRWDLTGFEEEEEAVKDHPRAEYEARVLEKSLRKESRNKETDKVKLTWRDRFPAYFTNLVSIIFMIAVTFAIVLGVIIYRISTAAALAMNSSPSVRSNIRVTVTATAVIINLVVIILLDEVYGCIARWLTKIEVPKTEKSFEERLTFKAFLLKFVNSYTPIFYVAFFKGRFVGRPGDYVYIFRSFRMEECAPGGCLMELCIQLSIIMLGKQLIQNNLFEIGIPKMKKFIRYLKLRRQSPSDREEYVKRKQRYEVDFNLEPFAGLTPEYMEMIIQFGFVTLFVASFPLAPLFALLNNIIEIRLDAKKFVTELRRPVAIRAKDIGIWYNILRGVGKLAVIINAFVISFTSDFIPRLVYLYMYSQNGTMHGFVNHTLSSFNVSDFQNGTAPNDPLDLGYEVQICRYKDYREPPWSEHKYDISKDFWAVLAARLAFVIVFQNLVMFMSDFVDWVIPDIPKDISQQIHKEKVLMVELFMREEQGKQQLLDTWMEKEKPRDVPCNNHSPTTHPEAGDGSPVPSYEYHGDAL
SKKanGAS inh: inhibitors of SKKanGAS S. pyogenes growth in kanamycin (SK-promoter or general growth effect); BacTiter-Glo, 6 h; inhibition, % at 7.5 µM; actives 1.3% (n = 300,000);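 active = mean replicate score, as percent of positive control median, at least 50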;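 also: strain carries kanamycin resistance gene driven by streptokinase promoter and grows in 40 µg/ml kanamycin; loss of luminescence reflects streptokinase promoter inhibition or plain growth inhibition; 0% = median of DMSO wells and 100% = positive control at its reference dose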
TMEM16A inh: inhibitors of mouse TMEM16A calcium-activated chloride channel; Q8BHY3; HEK293 TMEM16A/YFP iodide influx fluorescence, ionomycin; normalized B-score (activity score, 25-100; higher = stronger inhibition) at 10 µM; actives 1.2% (n = 310,000); AID 588511;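 active = ratio plate-corrected score three or more library SD toward inhibition, starting fluorescence score within five deviations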;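 also: score derived from kinetic fluorescence span divided by baseline fluorescence per well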
TRPC4 inh: TRPC4 (mouse) channel inhibition; Q9QUQ5; HEK293 TRPC4beta/mu-opioid, DAMGO-evoked Fluo4 calcium flux; active compounds read low; B-score at 10 µM; actives 0.39% (n = 300,000);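 active = B-score over 3 SD under the library average, no early fluorescence shift, positive overall ratio signal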
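Assay system – HEK293 line stably carrying TRPC4beta and mu-opioid receptor · Doses – single dose · Detection – Fluo4 calcium-dye fluorescence, kinetic read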
MrgX1 ag: agonists of human MrgX1 receptor | MrgX1-HEK293 cells, Fluo-4 calcium fluorescence, agonist mode; active compounds read high | B-score at 10 µM | actives 0.44% (n = 310,000) | AID 588627;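 active = calcium response B-score plate-corrected fluorescence ratio at least 3 library SD, with starting fluorescence B-score inside 5 SD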
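Material – MrgX1-expressing HEK293 cells · Input – 15,000 cells seeded per well · Dosing – compound as first of three additions · Times – overnight seeding, then 1 h dark dye loading · Measured by – kinetic Fluo-4 NW fluorescence of intracellular calcium · Read-out – B-scored fluorescence response ratio · Benchmarks – positive and negative control wells on each plate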
TRPC4 potent: allosteric potentiators of mouse TRPC4 channel | B-score at 10 µM | AID 2227 | HEK293 TRPC4beta/mu-opioid, DAMGO EC20, Fluo-4 Ca2+ flux; active compounds read high | Q9QUQ5 | actives 0.42% (n = 310,000);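 active = B-score of calcium response area above 5 SD of library B-scores, with initial fluorescence ratio within 5 SD of library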;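 also: B-score of integrated fluorescence ratio over time as area under calcium response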
TRPC6 act: activators of mouse TRPC6 channel | actives 0.13% (n = 310,000) | HEK293-TRPC6 membrane potential dye fluorescence; active compounds read high | B-score at 10 µM;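 active = B-score of the integrated fluorescence ratio above library mean plus 3 SD, and starting fluorescence ratio within library mean plus 5 SD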;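 also: higher score means more depolarization so channel activation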
TRPC6 inhibitor: inhibitors of mouse TRPC6 channel | actives 1.1% (n = 310,000) | B-score at 10 µM | AID 2553 | Q61143 | HEK293-TRPC6, membrane potential dye, ACh-evoked depolarization; active compounds read low;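 active = B-score under library mean minus 3 SD, initial fluorescence not abnormally high, positive integrated signal ratio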;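 also: B-score derived from integrated fluorescence ratio over the kinetic read; more negative B-score means stronger inhibition of depolarization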
MrgX1 antag: blocks BAM8-22 activation of human MrgX1 receptor | AID 588676 | Q96LB2 | MRGX1-HEK293 calcium flux, Fluo-4, BAM8-22 antagonism; active compounds read low | B-score at 10 µM | actives 1.3% (n = 310,000);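 active = calcium-response B-score plate-corrected more than 3 library SD below zero, starting fluorescence within 5 deviations, no agonist response on first addition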;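 also: peak minus trough fluorescence over baseline after final BAM8-22 challenge near maximal dose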
* hit, by the source's call; i = inactive; · = not tested or not shown.

no.	SMILES	TRPC4 inh	TRPC4 potent	TRPC6 inhibitor	TMEM16A inh	TMEM16A act	MrgX1 allo act	TRPC6 act	MrgX1 ag	MrgX1 antag	TRPC4 act	SKKanGAS inh
1	CC(=O)Oc1cccc(N2C(=O)C3CC=CCC3C2=O)c1 (stereo unspecified)	i	i	i	i	i	i	i	i	i	i	4
2	C/C(=N/NC(=O)c1ccc(-c2ccccc2)cc1)c1cc(O)cc(O)c1	i	i	i	i	i	i	i	i	i	i	·
3	CC(C)(C)NC(=O)CN1CCN(C(=O)CCl)CC1	i	i	i	i	i	i	i	i	i	i	·
4	C#CCOCCOCCOCCNc1nc(N2CCN(C(=O)CCCCCCCCCCNC(=O)[C@H](CCCCN)n3cc(CCCC(=O)O)nn3)CC2)nc(N2CCN(C(=O)CCCCCCCCCCNC(=O)[C@H](CCCN=C(N)N)n3cc(C[C@@H](C)CC)nn3)CC2)n1	·	·	·	100*	-16*	i	·	40*	i	·	4
5	COc1ccc(C2=NS(=O)(=O)N(C)C(C(=O)NCc3ccccn3)=C2)cc1	i	i	i	i	i	i	i	i	i	i	-3
6	Cc1cc(OCc2cc(C(=O)NCc3cc(C(C)C)no3)no2)cc(C)c1Cl	i	i	i	i	i	i	i	i	i	i	-6
7	CC(NC(=O)C(=O)N/N=C/c1ccccc1)c1ccccc1 (stereo unspecified)	i	i	i	i	i	i	i	i	i	i	1
8	CC(=O)N1CCc2cc(S(=O)(=O)NC(C(=O)Nc3ccc4c(c3)OCCO4)C(C)C)ccc21 (stereo unspecified)	i	i	i	i	i	i	i	i	i	i	2
9	OC(CNCCc1ccc(C(F)(F)F)cc1)COC(c1ccccc1)c1ccccc1 (stereo unspecified)	i	i	i	i	i	i	i	i	i	i	16
10	COc1ccc(OCc2nnc(SCC(=O)Nc3cccc(Cl)c3)o2)cc1	i	i	i	i	i	i	i	i	i	i	-7
11	CCOC(=O)c1ccc(-n2c(N)c(C(=O)NCC3CCCO3)sc2=S)cc1 (stereo unspecified)	i	i	i	i	i	i	i	i	i	i	-3
12	O=C(OCc1ccccc1)/C(=C/c1ccccc1Cl)NC(=O)c1ccco1	i	i	i	i	i	i	i	i	i	i	31
13	O=C1COc2ccc(S(=O)(=O)N3CCC(C(=O)NCc4ccccc4)CC3)cc2N1	i	i	i	i	i	i	i	i	i	i	-1
14	COc1ccc(C(=S)N2CCN(c3ccccc3C)CC2)cc1	i	i	i	i	i	i	i	i	i	i	7
15	CCOc1ccc(N(C(=O)c2snc(C(N)=O)c2N)C(C(=O)NC2CCCC2)C(C)C)cc1 (stereo unspecified)	i	i	i	i	i	i	i	i	i	i	-5

Profiles, quoted from the list. Screens in order: TRPC4 inh	TRPC4 potent	TRPC6 inhibitor	TMEM16A inh	TMEM16A act	MrgX1 allo act	TRPC6 act	MrgX1 ag	MrgX1 antag	TRPC4 act	SKKanGAS inh
Record of CCOC(=O)c1ccc(-n2c(N)c(C(=O)NCC3CCCO3)sc2=S)cc1 (stereo unspecified) = i	i	i	i	i	i	i	i	i	i	-3
Record of COc1ccc(OCc2nnc(SCC(=O)Nc3cccc(Cl)c3)o2)cc1 = i	i	i	i	i	i	i	i	i	i	-7

New compounds follow
no.	SMILES	TRPC4 inh	TRPC4 potent	TRPC6 inhibitor	TMEM16A inh	TMEM16A act	MrgX1 allo act	TRPC6 act	MrgX1 ag	MrgX1 antag	TRPC4 act	SKKanGAS inh
16	NNC(=O)[C@@H]1C[C@@H]1c1ccccc1	i	i	i	i	i	i	i	i	i	i	9
17	O=C(CCCNS(=O)(=O)c1ccc(Cl)c(Cl)c1)NCCc1ccccn1	i	i	i	i	i	i	i	i	i	i	-4
18	O=C(NCCN1CCOCC1)c1csc2c1CCCCC2	i	i	i	i	i	i	i	i	i	i	-11
19	COc1ccc(-c2cc(=O)oc3cc(OCC(C)=O)ccc23)cc1	i	i	i	i	i	i	i	i	i	i	49
20	CCCC(=O)NC(Nc1ccccc1F)C(Cl)(Cl)Cl (stereo unspecified)	i	i	i	100*	·	i	i	i	i	i	4
21	Nc1cc(Cl)nc(N/N=C/c2ccccc2[N+](=O)[O-])n1	i	i	i	i	i	i	i	i	i	i	-1
22	CC(OC(=O)c1cccc(Cl)c1)C(=O)NC1CCCCC1C (stereo unspecified)	i	i	i	i	i	i	i	i	i	i	20
23	CC(C)NC(=O)NC(=O)CN1C(=O)NC2(CCc3ccccc3C2)C1=O (stereo unspecified)	i	i	i	i	i	i	i	i	i	i	-2
24	O=C1NC(=O)C(=O)N1	·	·	·	i	i	i	·	i	i	·	·
25	Nc1nnc(SCCOc2cccc(Br)c2)s1	i	i	i	i	i	i	i	i	i	i	-16
26	CC(n1cnnn1)C12CC3CC(CC(C3)C1)C2 (stereo unspecified)	i	i	i	i	i	i	i	i	i	i	-13
27	COc1ccc(S(=O)(=O)N2CCN(C)CC2)cc1C(=O)N1CCCCC1	i	i	i	i	i	i	i	i	i	i	0
28	OCCNCCCOc1ccc(Cl)cc1Br	i	i	i	i	i	i	i	i	i	i	1
29	COc1ccccc1CNC(=O)CCN1C(=O)COc2ccccc21	i	i	i	i	i	i	i	i	i	i	-3
30	CC(=O)/C(=N\Nc1cccc(Cl)c1)Sc1cccc2cccnc12	i	i	i	i	i	i	i	i	i	i	1
31	COc1ccc(OC)c(CN2CCCC(C(=O)N3CCCCC3)C2)c1 (stereo unspecified)	i	i	i	i	i	i	i	i	i	i	-6
32	CCCCc1ccc(NC(=S)NCc2ccc(OC)cc2)cc1	i	i	i	i	i	i	i	i	i	i	-11
33	O=C(O)c1ccccc1Sc1ncnc2sc3c(c12)CCC3	i	i	i	i	i	i	i	i	i	i	0
34	CCCCc1nc2ccccc2c(NC(=O)CN2CCN(C)CC2)c1CCC	i	i	i	i	i	i	i	i	i	i	-8
35	COc1ccccc1NS(=O)(=O)N(C)C	i	i	i	i	i	i	i	i	i	i	2
36	COc1ccc(OCc2cc(C(=O)NCC(C)Oc3cccnc3)no2)c(Cl)c1 (stereo unspecified)	i	i	i	i	i	i	i	i	i	i	-5
37	Cc1cc(F)ccc1S(=O)(=O)N1CCCOC1CNC(=O)C(=O)NC1CC1 (stereo unspecified)	i	i	i	i	i	i	i	i	i	i	-7
38	CCOc1ccc(/C=C\c2nc(O)c([N+](=O)[O-])c(=O)[nH]2)cc1OCC	i	i	i	i	i	i	i	i	i	i	-2
39	O=C(COC(=O)C1=COCCO1)Nc1ccc(OC(F)F)cc1	i	i	i	i	i	i	i	i	i	i	2
40	CC1CCN(c2cc(N3CCC(C)CC3)c([N+](=O)[O-])cc2/C=C(\C#N)c2nn(-c3ccccc3)c(N)c2C#N)CC1	i	i	i	i	·	i	i	i	i	i	8
41	O=C(NC1CCCCCC1)C(=S)NCc1ccccc1	i	i	i	i	i	i	i	i	i	i	25
42	Cc1ccc2nc(SCC(=O)c3ccccc3)nc(=O)n2c1	i	i	i	i	i	i	i	i	i	i	-1
43	CCc1ccc(C2=NN(C(=O)CCC(=O)O)C(c3cccs3)C2)cc1 (stereo unspecified)	i	i	i	i	i	i	i	i	i	i	3
44	Cc1ccccc1NC(=S)NCc1cccs1	i	i	i	i	i	i	i	i	i	i	7
45	COc1ccc(OC)c(CNC(=O)C2CCC(=O)N2C(C)C)c1 (stereo unspecified)	i	i	i	i	i	i	i	i	i	i	-4

Entries by screen from the entries so far.
TRPC4 potent for entries 40–44: i, i, i, i, i

Later entries.
no.	SMILES	TRPC4 inh	TRPC4 potent	TRPC6 inhibitor	TMEM16A inh	TMEM16A act	MrgX1 allo act	TRPC6 act	MrgX1 ag	MrgX1 antag	TRPC4 act	SKKanGAS inh
46	Cc1ccc(C(C2=C(O)CC(C)(C)CC2=O)C2C(=O)CC(C)(C)CC2=O)s1 (stereo unspecified)	i	i	i	i	i	i	i	i	i	i	1
47	CCOc1ccc(NC(=O)CC(=O)Nc2ccc(OCC)cc2)cc1	i	i	i	i	i	i	i	i	i	i	5
48	COc1ccc2cc3cc(C(=O)NCc4ccco4)oc3nc2c1	i	i	i	i	i	i	i	i	i	i	-11
49	CC(=O)Nc1ccc(S(=O)(=O)Oc2ccc(/C=N/NC(=O)c3ccc(Cl)cc3)cc2)cc1	i	i	i	i	i	i	i	i	i	i	14
50	N#C/C(=C/c1cc[nH]c1)C(N)=S	i	i	i	i	i	i	i	i	i	i	9
51	COc1ccc(Cc2nn3c(-c4cc(OC)c(OC)c(OC)c4)nnc3s2)cc1	i	i	i	i	i	i	i	i	i	i	1
52	COc1ccc(-n2c(C)cc(C(=O)CN3CCC(C)CC3)c2C)cc1	i	i	i	i	i	i	i	i	i	i	7
53	CC(C(=O)N1CCc2ccccc21)N1CCN(Cc2ccc(Cl)cc2)CC1 (stereo unspecified)	i	i	i	i	i	i	i	i	i	i	-3
54	C/C(=N\Nc1ccc(C(=O)c2c(C)cc3ccccn23)cc1[N+](=O)[O-])c1ccc(O)cc1	i	i	i	i	i	i	i	i	i	i	20
55	O=C1COc2ccc(S(=O)(=O)N3CCCCCC3)cc2N1	i	i	i	i	i	i	i	i	i	i	3
56	CC(=O)N1CC(C)Sc2ccc(S(=O)(=O)N3CCCCC3)cc21 (stereo unspecified)	i	i	i	i	i	i	i	i	i	i	-5
57	Cc1nnc(SCC(=O)NCc2ccco2)n1Cc1ccccc1	i	i	i	i	i	i	i	i	i	i	3
58	CN(C)S(=O)(=O)c1cccc(NC(=O)c2cc(-c3cccs3)nn2-c2cccc(Cl)c2)c1	i	i	i	i	i	i	i	i	i	i	8
59	CCc1noc(C)c1C(=O)Nc1nc(-c2ccc(OC)cc2OC)cs1	i	i	i	i	i	i	i	i	i	i	-9
60	Cc1nc(-c2ccc(Br)cc2)ccc1C(=O)O	i	i	i	i	i	i	i	i	i	i	0
61	Cc1cccc(SCC(=O)Nc2ccccc2[N+](=O)[O-])c1	i	i	i	i	i	i	i	i	i	i	10
62	Cc1cc(C(=O)N2CCN(c3ccc([N+](=O)[O-])cc3)CC2)co1	i	i	i	i	i	i	i	i	i	i	12
63	CS(=O)(=O)c1ccc(Cl)c(NC(=O)COC(=O)CNC(=O)c2ccccc2)c1	i	i	i	i	i	i	i	i	i	i	-9
64	COc1cccc(-c2nc(CS(=O)(=O)CC(=O)NCc3ccccc3)c(C)o2)c1	i	i	i	i	i	i	i	i	i	i	-10
